Bioassay records as filed in PubChem BioAssay.
Growth percent in the NCI-60 one-dose screen (48 h, 10 µM unless noted): 100 = growth as untreated, 0 = no growth, -100 = all killed.
HCT-15 = HCT-15 colon cancer; actives 5.2% (n = 82,000); AID 1794746
NCI-H460 = NCI-H460 lung cancer | actives 6.8% (n = 82,000) | AID 1794736
NCI-H23 = NCI-H23 lung cancer | actives 4% (n = 80,000)
COLO 205 = COLO 205 colon cancer; actives 7.3% (n = 79,000); AID 1794742
NCI/ADR-RES = NCI/ADR-RES ovarian cells; actives 4.4% (n = 81,000)
NCI-H322M = NCI-H322M lung cancer; actives 2.7% (n = 80,000)
NCI-H226 = NCI-H226 lung cancer; actives 3.5% (n = 79,000); AID 1794732
NCI-H522 = NCI-H522 lung cancer; actives 8% (n = 78,000)
HCT-116 = HCT-116 colon cancer; actives 7.3% (n = 82,000)
Starred values were filed as active, the others as inactive; . = not tested or not shown. How the source made its calls: active means growth percent below 10; inactive means the rest.

SMILES	HCT-15	NCI-H460	NCI-H23	COLO 205	NCI/ADR-RES	NCI-H322M	NCI-H226	NCI-H522	HCT-116
CC1(C)CC[C@]2(C(=O)Nc3ccccn3)CC[C@]3(C)C(=CC[C@@H]4[C@@]5(C)C/C(=C/c6ccncc6)C(=O)C(C)(C)[C@@H]5CC[C@]43C)[C@@H]2C1	15.3	6.3*	34.4	3.0*	51.3	62.6	28.1	40.1	-1.0*
Cc1ccc(-c2nnc(CSc3nc(-c4ccc(F)cc4)c(C#N)c(=O)[nH]3)o2)cc1	103.3	110.1	99.0	114.8	104.6	103.1	91.3	90.3	102.0
Brc1ccc2[nH]cc(C(c3ccccc3)N3CCCC3)c2c1 (stereo not given)	85.9	98.2	93.6	111.7	85.5	81.6	83.6	71.5	85.3
Nc1ccccc1-c1cc2c(c3c1[nH]c1ccccc13)CCCCCC2	89.2	96.7	93.9	92.7	99.8	97.1	111.2	78.9	81.1
O=C(Cl)N(c1ccccc1)c1ccccc1	105.3	108.4	109.4	118.9	110.9	102.1	102.8	88.1	107.5
CC(Cc1ccccc1)NN (stereo not given)	100.3	112.6	91.0	114.2	98.7	103.6	97.5	112.6	101.8
O=C(COc1ccc(/C=C2\CSc3ccccc3C2=O)cc1)c1ccc(Cl)cc1	107.7	115.1	.	102.6	.	111.2	97.9	99.4	94.1
c1cncc(CSc2ncnc3nc[nH]c23)c1	104.2	93.3	94.7	99.2	95.2	93.0	98.7	94.8	107.3
CC(=O)OC1Oc2cc(C)c(C)cc2-c2oc(=O)c(-c3cc4ccc(N(C)C)cc4oc3=O)cc21 (stereo not given)	100.4	65.4	46.9	96.4	64.7	78.9	59.2	60.5	48.3
O=C1/C(=C/c2cccc(OCCCc3ccccc3)c2)Oc2cc(O)ccc21	107.0	103.4	95.6	120.6	99.5	96.4	.	80.6	90.2
COc1ccc2c(c1)CC/C(=C\c1cccnc1Br)C2=O	86.1	101.4	89.4	111.4	87.7	102.1	109.5	71.4	87.7
Cc1ccc(/C=C2\N=C(c3ccccc3)N(c3ccc(-c4nc5ccc(C)cc5s4)cc3)C2=O)cc1	76.4	82.2	80.1	.	67.9	.	72.1	33.4	87.3

Full records as entered above:
Profile of COc1ccc2c(c1)CC/C(=C\c1cccnc1Br)C2=O → HCT-15: 86.1; NCI-H460: 101.4; NCI-H23: 89.4; COLO 205: 111.4; NCI/ADR-RES: 87.7; NCI-H322M: 102.1; NCI-H226: 109.5; NCI-H522: 71.4; HCT-116: 87.7
Profile of CC(=O)OC1Oc2cc(C)c(C)cc2-c2oc(=O)c(-c3cc4ccc(N(C)C)cc4oc3=O)cc21 (stereo not given) → HCT-15: 100.4; NCI-H460: 65.4; NCI-H23: 46.9; COLO 205: 96.4; NCI/ADR-RES: 64.7; NCI-H322M: 78.9; NCI-H226: 59.2; NCI-H522: 60.5; HCT-116: 48.3

Following part.
SMILES	HCT-15	NCI-H460	NCI-H23	COLO 205	NCI/ADR-RES	NCI-H322M	NCI-H226	NCI-H522	HCT-116
Cc1cc(N=NC(=N)N)ccc1NN=C(N)N	105.2	103.7	101.0	.	94.7	106.6	104.5	91.5	88.7
CC(C)C[C@H](NC(=O)Cn1ccc2ccccc2c1=O)B(O)O	57.9	105.9	74.5	62.2	102.7	101.6	11.5	28.6	32.3
Cc1c(C(C)C)cc(C(C)C)cc1C(C)C	101.6	106.3	93.9	115.3	103.5	112.0	97.6	108.2	92.0
C/C(=N/O)c1ccc2c(c1)CCCC2	103.2	114.5	95.1	104.3	95.1	98.5	97.8	104.5	94.6
O=c1c2ccccc2[nH]c(=S)n1/N=C/c1ccccc1O	104.9	107.2	97.9	105.5	106.3	100.3	92.7	99.6	106.2
COc1ccccc1S(=O)(=O)Nc1ccc(-c2nnc3n2CCCCC3)cc1	113.1	118.6	124.1	125.7	110.2	94.2	102.9	93.1	115.0
O=S(=O)(c1ccccc1)N1CC2CC(Br)C(Br)CC21 (stereo not given)	95.7	109.4	104.8	110.9	105.8	96.7	89.3	94.0	108.0
COC(=O)CCCCCCN=Cc1c(O)c(O)c(C(C)C)c2cc(C)c(-c3c(C)cc4c(C(C)C)c(O)c(O)c(C=NCCCCCCC(=O)OC)c4c3O)c(O)c12	13.1	6.7*	19.5	15.7	69.1	45.2	77.3	-6.5*	8.2*
COc1cc(C2OC34CCCCC3C(C#N)(C(=N)O4)C2(C#N)C#N)ccc1O (stereo not given)	101.9	106.8	100.3	112.0	110.6	91.6	86.5	87.9	90.4
COc1cc2c3c(c4c5ccccc5n(C)c4c2c(OC)c1OC)C(=O)N(O)C3=O	93.9	109.6	91.0	96.7	93.4	95.3	76.1	65.5	68.4
Cc1c(Cl)cccc1NC(=O)CN1CCOCC1	99.0	100.2	95.9	107.7	100.4	.	105.5	75.1	97.0
CC1c2ccccc2-c2ccccc21	115.8	103.2	97.3	114.2	112.5	94.4	108.2	108.4	103.4

Some of these compounds in order of length of the SMILES, low to high.
SMILES	HCT-15	NCI-H460	NCI-H23	COLO 205	NCI/ADR-RES	NCI-H322M	NCI-H226	NCI-H522	HCT-116
Cc1c(C(C)C)cc(C(C)C)cc1C(C)C	101.6	106.3	93.9	115.3	103.5	112.0	97.6	108.2	92.0
O=c1c2ccccc2[nH]c(=S)n1/N=C/c1ccccc1O	104.9	107.2	97.9	105.5	106.3	100.3	92.7	99.6	106.2
COc1ccccc1S(=O)(=O)Nc1ccc(-c2nnc3n2CCCCC3)cc1	113.1	118.6	124.1	125.7	110.2	94.2	102.9	93.1	115.0
COc1cc2c3c(c4c5ccccc5n(C)c4c2c(OC)c1OC)C(=O)N(O)C3=O	93.9	109.6	91.0	96.7	93.4	95.3	76.1	65.5	68.4

Going on with the list.
SMILES	HCT-15	NCI-H460	NCI-H23	COLO 205	NCI/ADR-RES	NCI-H322M	NCI-H226	NCI-H522	HCT-116
COc1cc2c3c(n(C4COC4)c(=O)c2cc1OC)-c1cc2c(cc1C3=O)OCO2	98.1	93.2	92.4	98.7	101.9	.	90.8	58.6	76.4
Nc1c(C(=O)Nc2cccc(Cl)c2Cl)sc2nc3c(cc12)C(=O)CCC3	75.5	20.0	76.1	25.8	73.4	76.7	87.0	12.5	93.0
CC(C(=O)O)=C(c1ccccc1)c1ccccc1	110.2	106.8	101.8	113.4	101.0	77.0	98.3	94.4	104.2
NCCn1cc(-c2nc(-c3c[nH]c4ncccc34)cs2)c2cc(Br)ccc21	27.1	14.9	81.9	-17.1*	90.0	80.1	80.3	100.0	66.6
CC1=C(C(=O)OC(C)C)C(c2cccc(O)c2)NC(=S)N1 (stereo not given)	106.2	110.3	105.6	107.4	104.6	102.9	101.2	91.8	102.1
Nc1ccc(O)c(-c2nn3c(CCC(=O)c4nc5ccccc5[nH]4)nnc3s2)c1	98.7	104.0	92.9	.	105.6	73.9	100.6	102.0	92.8
O=c1[nH]c(=O)n(C2CC(O)C(CO)O2)cc1CO (stereo not given)	98.7	65.9	41.6	120.4	4.3*	101.7	98.2	101.4	91.4
COc1ccc(OC)c(-c2csc(=O)s2)c1	105.0	108.3	101.6	114.1	104.9	96.4	96.2	81.3	89.7
Cc1nc2ncccc2nc1Nc1ccccc1	109.3	106.1	78.5	102.3	100.0	97.7	91.2	86.2	93.6
COc1ccncc1C#Cc1cncc(C(=O)Nc2ccc(CN3CCN(C)CC3)c(C(F)(F)F)c2)c1	16.9	8.2*	28.0	4.1*	54.6	37.3	3.6*	30.9	8.4*
O=C1C(c2ccccc2)=C2C(=C1c1ccccc1)c1cccc3cccc2c13	94.7	86.8	98.1	82.6	97.7	108.0	99.9	118.9	79.5
CNC(=O)Sc1ccc(Cl)cc1	97.6	116.9	100.9	103.6	100.0	109.2	94.0	96.6	96.6
Cc1nc(NN)c([N+](=O)[O-])c(NN)n1	105.5	102.8	.	117.9	118.6	110.3	106.0	107.9	99.2
CCCNCCC(=O)Nc1ccc(C)c(Cl)c1	102.2	99.6	104.5	.	103.1	97.3	87.4	87.5	80.7
CN(C)c1ccc(N)c2ccccc12	-82.9*	52.5	-79.6*	19.6	77.2	58.7	47.0	80.1	6.7*
COc1cc2nc(Nc3cccc(C(=O)O)c3)nc(N)c2cc1OC	101.7	108.5	128.3	110.9	133.2	126.2	91.4	87.4	-100.0*
NS(=O)(=O)c1ccc(CCn2c(-c3ccccc3)nc(-c3ccccc3)c2-c2ccccc2)cc1	98.2	100.2	96.8	108.6	100.5	98.2	93.4	92.8	98.6
CCN(CC)CCOc1ccc(-c2c(-c3ccccc3)c(=O)oc3ccccc23)cc1	72.2	95.8	94.8	81.2	84.8	109.5	82.7	71.6	65.6
COc1c(Cl)ccc2c(-c3nc4cc(Cl)c(F)cc4s3)cc(=O)oc12	82.0	99.2	.	124.3	33.0	106.2	94.8	-78.2*	88.4
CCOC(=O)/C(=C/c1ccc(N(C)C)cc1)C(=O)c1ccccc1	81.1	104.0	84.7	114.0	82.5	85.2	106.2	.	81.4
O=[N+]([O-])c1ccc(SNc2ccccc2)c([N+](=O)[O-])c1	97.8	91.1	77.6	125.3	72.4	.	78.1	82.6	82.3
O=C1CCC(c2ccccc2)=NN1	102.4	107.3	97.4	108.6	98.5	95.6	97.5	96.8	102.2
Cc1c(C(=O)NCCc2ccc(N3CCC[C@@H]3C)cc2)nn(-c2ccc(Cl)cc2)c1-c1ccc(Cl)cc1	69.7	90.7	69.6	76.4	91.1	91.9	90.2	53.4	57.1
Cc1ccc(C2=NNC(c3sc(Cl)nc3Cl)C2)cc1 (stereo not given)	77.3	104.0	91.0	99.8	94.5	83.2	84.7	18.1	74.7
Nc1ccc(Cl)c2cccnc12	102.8	103.9	105.3	107.8	100.5	96.6	86.4	73.1	97.7
COc1cc(C2OC3=C(CCCC3)C3(C#N)C(=O)NC(=N)C23C#N)ccc1O (stereo not given)	100.9	110.8	97.1	106.5	101.0	97.0	102.6	85.9	97.1
CC(=O)Nc1ccc(O)cc1[N+](=O)[O-]	105.2	99.5	108.9	119.2	117.6	113.4	112.8	95.0	111.0
c1ccc(Nc2nn3c(-c4cccs4)ccnc3c2-c2ccccc2)cc1	79.0	101.8	.	105.6	94.9	100.4	88.5	94.7	87.2
CCc1cc(=O)n2c(-c3ccc(F)cc3)cnc2[nH]1	104.2	107.0	94.1	121.0	96.7	101.8	99.8	88.1	99.0
CCOC(=O)CN1C2=C(C(=O)CC(C)(C)C2)C(c2cccs2)C2=C1CC(C)(C)CC2=O	85.8	101.1	90.7	110.9	95.2	95.9	96.2	79.8	79.1
Cc1ccc(-c2cc(Cc3cccs3)c(=O)n(Cn3cnc4nc[nH]c4c3=O)n2)cc1	98.6	109.9	109.1	108.5	102.6	101.4	99.1	95.7	96.6
Cc1nc2sccn2c1-c1cn2ccsc2n1	70.3	65.9	60.2	87.2	98.0	82.7	84.3	89.2	88.3
O=CNC(=O)/C=C/C(=O)O	108.6	105.3	107.1	124.7	108.7	113.7	99.0	91.7	96.1
CCCCCCC1CCC(OC(C)=O)CC1 (stereo not given)	109.5	106.2	97.9	115.7	107.8	98.9	87.5	96.5	106.5
CCN1CCN(C(=O)[C@]23CC[C@@H](C)[C@H](C)[C@H]2C2=CC[C@@H]4[C@@]5(C)C/C(=C/c6ccc(C(F)(F)F)cc6)C(=O)C(C)(C)[C@@H]5CC[C@@]4(C)[C@]2(C)CC3)CC1	96.8	100.3	102.3	116.3	105.8	104.4	98.3	101.2	96.1
C(=N\Nc1nc2ccccc2s1)/c1ccc2c(c1)OCO2	94.3	115.6	103.6	86.6	108.9	111.2	96.3	99.0	109.2
O=C1c2ccccc2C(=O)N1C1C=CC=CC=C1	89.0	107.4	102.6	.	113.5	88.1	104.9	42.4	115.6
C=C(C)[C@@H]1CC[C@]2(C=C(C#N)C#N)CC[C@]3(C)[C@H](CC[C@@H]4[C@@]5(C)CCC(=O)C(C)(C)[C@@H]5CC[C@]43C)[C@@H]12	88.0	101.2	103.1	107.1	101.8	104.1	89.5	81.7	89.7
CN1C(=O)C2(SCC(C(=O)Nc3ccccc3)N2C(=O)C2CCCCC2)c2ccccc21 (stereo not given)	94.6	99.2	89.1	110.5	93.9	84.8	91.7	90.9	93.5
O=C(c1ccccc1)C(NCCO)c1ccccc1 (stereo not given)	101.1	105.4	103.0	92.6	96.1	93.4	91.0	55.5	93.6
Fc1ccc2c(c1)CC1C[C@@H](/C=C/c3ccccc3)N2O1 (stereo not given in full)	87.8	106.2	89.7	102.7	96.5	80.6	65.9	89.3	85.5
O=c1c2ccccc2nc2c3[nH]c4c(Cl)c(Cl)ccc4c3ccn12	86.3	87.1	80.5	100.2	65.9	98.1	100.9	93.5	58.3
Cc1cc(N2CCN(CC(=O)Nc3ccc4c(ccn4C)c3)CC2)nc(N2CCCCCC2)n1	79.0	101.1	99.9	81.1	91.5	92.9	97.9	73.3	85.6
O=C1C=CC(=O)N1Cc1ccco1	11.6	50.9	81.7	89.2	76.6	85.1	97.1	67.8	52.5
C=CCCCCCCCCC(=O)NS(=O)(=O)c1ccccc1	102.0	106.3	104.9	115.0	103.3	103.1	102.8	111.8	97.6
O=C1CC[C@@H](C(=O)N2CSC[C@H]2C(=O)O)N1	105.8	108.5	99.9	108.2	105.9	.	97.2	.	108.2
CC(C)C(C(=O)CCN1CCCCC1)c1ccc(Cl)cc1 (stereo not given)	90.0	106.6	96.0	113.3	104.6	96.5	94.1	84.7	98.0
Cc1ccc(Cl)cc1NC(=O)OC(C)C	101.1	111.6	99.4	110.4	109.2	110.1	111.5	96.5	103.9
c1ccc(C(c2ccccc2)c2cc(-c3cc(C(c4ccccc4)c4ccccc4)[nH]n3)n[nH]2)cc1	91.2	111.9	95.0	112.6	100.3	101.5	98.3	104.8	94.6
